MBNL1 CUG block – qHTS Assay for Inhibitors of MBNL1-poly(CUG) RNA binding; TR-FRET MBNL1-His/biotin-(CUG)12 binding, 665/545 ratio; Potency, µM (titrated, usually from 57.5 µM), for inactives: at the top dose activity change, negative = inhibition, usual class: inhibitors; actives 0.036% (n = 280,000); Muscleblind-like protein 1 (Homo sapiens), Q9NR56; AID 2675, 2010; active means well fitted inhibition curve with a large enough effect in the signal ratio, with a control signal flat, not every such curve was filed as active; inconclusive means small, poorly fitted or top-dose-only effect, or effect the other way, or a change in a side signal; inactive means no such curve, though single readings can be large or run the other way; the % refers to the signal ratio; further: on the % scale 0 is the no-effect control and ±100 the full control effect
Target sequence (Q9NR56 whole entry, looked up): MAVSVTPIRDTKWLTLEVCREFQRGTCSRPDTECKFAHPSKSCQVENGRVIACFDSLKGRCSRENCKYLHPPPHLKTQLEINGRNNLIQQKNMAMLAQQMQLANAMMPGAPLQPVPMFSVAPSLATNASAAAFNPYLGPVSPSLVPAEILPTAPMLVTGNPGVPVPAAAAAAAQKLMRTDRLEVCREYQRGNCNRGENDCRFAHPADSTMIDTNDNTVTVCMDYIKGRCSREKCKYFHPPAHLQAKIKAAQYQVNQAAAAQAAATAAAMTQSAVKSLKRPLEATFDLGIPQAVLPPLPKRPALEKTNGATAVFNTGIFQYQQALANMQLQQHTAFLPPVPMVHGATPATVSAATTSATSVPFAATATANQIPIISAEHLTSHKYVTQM
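TR-FRET readout: Ex 340 nm, 665/545 nm emission ratio, normalized to buffer-only (basal) and MBNL1-(CUG)12 controls. Complex of MBNL1-His with Biotin-(CUG)12, compounds 92 nM–58 uM, incubated 60 min at room temperature.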
p53 reactivation – qHTS assay for re-activators of p53 using a Luc reporter; Potency, µM (top dose mostly 92.2 µM), for the others: top-dose activity change, positive = activation, actives largely listed as activators; H1299 p53-A138V BP100-luciferase reporter, luminescence, 24 h; AID 504706, 2011; actives 0.063% (n = 320,000); further: % of control where 0% means no effect; nearly all actives have a fitted effect of over 45% in size
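p53-null H1299 cells stably carrying temperature-sensitive p53-A138V and a BP100-luciferase reporter were pinned with compounds (4-point, 1:5 series) and held 24 hrs at 37 deg C. Luminescence was read 10 min after detection reagent.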
ELG1 genotox – qHTS screen for small molecules that induce genotoxicity in human embryonic kidney (HEK293T) cells expressing luciferase-tagged ELG1. HEK293T ELG1-luciferase reporter, luminescence, 16 h. Potency, µM (titrated, usually from 46 µM), for inactives: at the top dose activity change, positive = activation, hits mostly activators. actives 1.3% (n = 330,000); further: % of control where 0% means no effect; nearly all actives have a fitted effect of over 60% in size
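Genotoxic stress is detected as increased luminescence from luciferase-tagged ELG1 in HEK293T cells, measured with ONE-Glo after a 16 hr treatment at 37 °C.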
BRCA1 expr up – qHTS Assay to Identify Small Molecule Activators of BRCA1 Expression; MCF7-BRCA1-FFLuc reporter, luminescence, 48 h; response scale: scaled: vehicle 0%, 10 µM genistein 100%; Potency, µM (series often up to 46.1 µM), for inactives: at the highest dose activation, actives largely listed as activators; actives 1.1% (n = 380,000); further: nearly all actives have a fitted effect of over 80% in size; some results filed as inactive show a strong effect at the top dose
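Using MCF7 cells harboring a BRCA1 firefly luciferase reporter, plated 2 h before compound pinning, the screen measured luminescence after 48 h incubation. Responses were normalized to DMSO and 10 microM genistein, then fitted for concentration-effect.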
Rab9 prom act – qHTS Assay for Rab9 Promoter Activators; Potency, µM (titrated, usually from 9.22 µM), without a hit: at the top dose activation, negative = inhibition, usual class: activators; actives 2.8% (n = 320,000); AID 485297, 2010; Huh7 Rab9 promoter-luciferase reporter, luminescence, 24 h; further: % of control where 0% means no effect; nearly all actives have a fitted effect of over 60% in size
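Huh7 cells stably carrying a Rab9 promoter-luciferase reporter, 1500 cells per well in OP-MEM I with 10% FBS, treated with compound 24 hours at 37C. Luciferase activity read by luminescence after 10 minutes with Amplite reagent.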
NPC1 promoter act – qHTS Assay for NPC1 Promoter Activators; actives 2.4% (n = 320,000); Potency, µM (highest dose often 9.22 µM), for the others: top-dose activation, usual class: activators; Huh7 NPC1 promoter luciferase reporter, 24 h;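 further: % of control where 0% means no effect; nearly all actives have a fitted effect of over 60% in size; reporter is driven by a mutant NPC1 promoter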
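Huh7 reporter cells (NPC1 promoter driving luciferase) are dosed with compound for 24 h at 37 °C, 5% CO2; luciferase detection reagent is then added and luminescence measured after 10 min at ambient temperature.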
RORg inh – qHTS for inhibitors of ROR gamma transcriptional activity; Nuclear receptor ROR-gamma (Mus musculus), P51450; Drosophila S2 Gal4-RORgamma UAS-luciferase reporter, 20 h; Potency, µM (doses to about 53.6 µM), inactives show at the top dose activity change, negative = inhibition, usual class: inhibitors; actives 5.4% (n = 310,000); further: on the % scale 0 is the no-effect control and ±100 the full control effect; nearly all actives have a fitted effect of over 60% in size
Target sequence (P51450 whole entry, looked up, the tested form may be a part): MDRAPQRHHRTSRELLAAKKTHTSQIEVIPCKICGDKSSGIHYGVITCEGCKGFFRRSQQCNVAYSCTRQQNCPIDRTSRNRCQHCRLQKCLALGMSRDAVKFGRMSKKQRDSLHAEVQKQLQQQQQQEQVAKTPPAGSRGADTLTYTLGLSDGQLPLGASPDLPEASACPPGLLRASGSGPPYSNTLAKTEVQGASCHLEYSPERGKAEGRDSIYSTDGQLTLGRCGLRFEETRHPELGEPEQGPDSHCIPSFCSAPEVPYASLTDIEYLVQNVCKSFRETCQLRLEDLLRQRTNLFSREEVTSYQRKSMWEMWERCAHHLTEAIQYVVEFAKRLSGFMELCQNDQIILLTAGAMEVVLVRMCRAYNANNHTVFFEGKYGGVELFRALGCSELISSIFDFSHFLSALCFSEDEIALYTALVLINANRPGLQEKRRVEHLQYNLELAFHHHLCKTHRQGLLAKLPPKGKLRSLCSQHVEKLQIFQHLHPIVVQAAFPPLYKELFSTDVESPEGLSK
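Stable Schneider cell line, Gal4 DNA-binding domain fused to ROR gamma, UAS-luciferase. Cmpd 1 hr RT → CuSO4 700 uM final → 20 hr RT → luciferase reagent 10 min → luminescence.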
uPA generation – qHTS for Inhibitors of Cell Surface uPA Generation. cell surface uPA generation assay, qHTS. Potency, µM (top dose mostly 38.3 µM), for inactives: top-dose activity change, negative = inhibition, actives largely listed as inhibitors. actives 0.31% (n = 330,000). AID 540303, 2011; active means well fitted inhibition curve with a large enough effect; inconclusive means small, poorly fitted or top-dose-only effect; inactive means no such curve, though single readings can be large or run the other way; tested in mouse RAW 264.7 cells; further: on the % scale 0 is the no-effect control and ±100 the full control effect; nearly all actives have a fitted effect of over 55% in size
FLuc counter – qHTS profiling assay for firefly luciferase inhibitor/activator using purifed enzyme and Km concentrations of substrates (counterscreen for miR-21 project); purified FLuc, Km substrates, luminescence inhibition; Luciferin 4-monooxygenase (Photinus pyralis), P08659; AID 588342, 2011; actives 6.9% (n = 360,000); Potency, µM (top dose mostly 57.5 µM), without a hit: at the top dose activity change, negative = inhibition, usual class: inhibitors;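 further: plate controls were vehicle for no effect and reference inhibitor for full effect; nearly all actives have a fitted effect of over 55% in size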
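Purified P. pyralis luciferase, 10 nM final, with Km-level 10 uM D-luciferin and 10 uM ATP in 50 mM Tris acetate pH 7.5, 10 mM Mg acetate, 0.01% Tween-20, 0.05% BSA; 6-point qHTS titration about 60 µM downward; luminescence read.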
MLL CXXC-DNA inh – qHTS Fluorescence Polarization Assay for Inhibitors of MLL CXXC domain - DNA interaction; MLL-CXXC / FITC-HOXA9 DNA fluorescence polarization; Potency, µM (top dose mostly 115 µM), without a hit: at the top dose activity change, negative = inhibition, hits mostly inhibitors; actives 0.037% (n = 290,000); AID 2662, 2010; active means well fitted inhibition curve with a large enough effect in the polarisation, with a control signal flat, not every such curve was filed as active; inconclusive means small, poorly fitted or top-dose-only effect, or effect the other way, or a change in a side signal; inactive means no such curve, though single readings can be large or run the other way; the % refers to the polarisation
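Purified MLL-CXXC (added from a 7 uM solution) was preincubated 5 min at ambient with pinned compounds in 50 mM Tris-HCl pH 7.5, 50 mM NaCl, 1 mM DTT, 0.05% BSA. Fluorescein-labeled HOX-A9 DNA (50 nM solution) followed, 30 min, then polarization read.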
VP16 counter – VP16 counterscreen qHTS for inhibitors of ROR gamma transcriptional activity | Potency, µM (highest dose often 53.6 µM), inactives show top-dose activity, negative = inhibition, actives largely listed as inhibitors | Drosophila S2 Gal4-VP16 UAS-luciferase, luminescence, 20 h | AID 2546, 2010 | actives 3.5% (n = 310,000);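 further: Gal4-VP16 expression switched on by copper sulfate through the metallothionein promoter; on the % scale 0 is the no-effect control and ±100 the full control effect; nearly all actives have a fitted effect of over 50% in size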
Active calls of the source: *; ? = inconclusive; . = no result given; & = joins results of further samples; ! = not active in a repeat; [ ] = another dose, or the depositor's remark. Unless noted, the call rests on the fitted dose curve; in most records, active means well fitted curve in the direction sought with a large enough effect; inconclusive means small, poorly fitted or top-dose-only effect, or another doubt; inactive means no such curve, though single readings can be large; an effect the other way counts as inactive or inconclusive. Potency means the concentration at half of the fitted maximal effect.

SMILES | MBNL1 CUG block | p53 reactivation | ELG1 genotox | BRCA1 expr up | Rab9 prom act | NPC1 promoter act | RORg inh | uPA generation | FLuc counter | MLL CXXC-DNA inh | VP16 counter
CC1(C)C2CCC1(CS(=O)(=O)NCc1ccc(C(=O)O)cc1)C(=O)C2 (configuration not stated) | -2% | -5% | -1% | -1% | -4% | 1% | -17% | 2% | 0% | 0% | -1%
Cc1nn(C)c(NC(=O)c2ccccc2Cl)c1Br | -2% | 6% | -2% | 10% | 4% | -3% | 1% | -4% | 1% | -8% | 4%
Cc1ccc(C)c(N2CCN(CCCc3ccccc3)CC2)c1 | -1% | 0% | -9% | -2% | -3% | -3% | -5% | -6% | 0% | 2% | 5%
C=CCn1c(=S)sc2c(=O)[nH]c(C)nc21 | . | -4% | -9% | -3% | 0% | -5% | 6% | 13% | -3% | -9% | 4%
CCCCc1n[nH]c2c1C(=O)CC(C)(C)C2 | -10% | 0% | 1% | 26% | -6% | 3% | 20% | 3% | 6% | 1% | -12%
Cc1ccc(NC(=O)N2CCN(S(=O)(=O)c3ccccc3)CC2)cc1 | -2% | -2% | -6% | 35% | -4% | -1% | 16% | 2% | -10% | 13% | -3%[10 µM]
CC(=O)Nc1ccc(-c2csc(NC(=O)CN3C(=O)NC4(CCCC4)C3=O)n2)cc1 | . | -1% | 2% | 0% | -8% | -2% | . | 0% | -4% | . | .
Oc1ccc(C[C@H]2CNC(=S)N2CCc2cc(C(F)(F)F)cc(C(F)(F)F)c2)cc1 | 22% | -2% | 0% | 10% | -1% | 4% | 18µM* | 1% | 2% | -20% | -11%
O=C(C1CCN(c2ncnc3c2nc2n3CCCCC2)CC1)N1CCN(c2cccc(Cl)c2)CC1 | -7% | ? | -15% | -71% | -9% | -8% | -1% | 0% | 2%&-10% | 7% | ?
COc1ccc(CN2CCC(Oc3ccc(C(=O)N4CCCCC4)cc3)CC2)cc1C | -11% | ? | -4% | -23% | 0% | 8% | -8% | ? | 2% | -5% | -7%
Cc1ccc(C2=C(O)c3ccccc3C(=O)C2=O)cc1 | ? | -3% | -3% | -22% | 4% | -1% | -31% | 6% | ? | -17% | -14%
COCCn1c(=S)[nH]c2cc(C(=O)N3CCN(Cc4ccc5c(c4)OCO5)CC3)ccc2c1=O | 7% | -2% | 1% | -87% | -24% | -23% | 13% | . | -4% | -3% | 0%
O=C(CSCc1cnn(-c2ccccc2)c1-n1cccc1)NCc1cccnc1 | 2% | -3% | -3% | -24% | 11% | 0% | -10% | 7% | -2% | 0% | -3%
CCCc1cc(=O)oc2c(CN3CCCC3)c(O)ccc12 | 25% | -3% | 2% | 28% | -6% | 0% | 1% | 7% | 0% | -8% | 1%
Cn1c(-c2ccc([N+](=O)[O-])cc2)nc2ccccc21 | ? | 18% | 17% | ? | ? | -1% | ? | -5% | -10% | 1% | 11%[10 µM]
Cc1oc(-c2ccccc2F)nc1CS(=O)(=O)CC(=O)N1CCc2ccccc21 | 1% | -2% | 1% | 9% | -2% | -2% | ? | -5% | 0% | 2% | -6%
Cc1cc(/C=C2\SC(=S)NC2=O)c(C)n1C1CC1 | 16% | 15% | 16% | 13µM* | ? | ? | -25% | . | 6.7µM* | 1% | -2%
O=C(/C=C/c1ccco1)NCC(=O)N/N=C/c1ccc(Cl)cc1 | 14% | -1% | 2% | -9% | -2% | -1% | -2% | 1% | 6% | 14% | ?
CCn1ccnc1CNC(=O)CC1C(=O)NCCN1Cc1ccccc1F (configuration not stated) | 3% | 1% | -1% | -22% | 3% | -4% | -25% | 2% | 0% | -11% | 7%
COc1ccc(-c2cn[nH]c2-c2ccc(OCc3ccccc3)cc2O)cc1 | -4% | -12% | -12% | -92%[inhibitor] | -2% | -4% | 6.3µM* | 4% | -3% | -6% | ?
CCOc1ccccc1N1CC(C(=O)Nc2c(C)n(C)n(-c3ccccc3)c2=O)CC1=O (configuration not stated) | . | -1% | 10% | -36% | 3% | -1% | 23% | 3% | 6% | 2% | -3%
CC(=O)c1cccc(Nc2nc(=O)c3cccnc3s2)c1 | -6% | 2% | ? | 45% | 1% | 2% | ? | . | ? | -11% | -4%
CCC(=O)N1CCc2cc(Br)cc(S(=O)(=O)N(C)c3ccc(OC)cc3OC)c21 | -1% | 0% | -18% | -34% | 1% | -4% | ? | 1% | -6% | -6% | -25%
Cc1cc(C(F)F)n2nc(C(=O)Nc3ccccc3Br)nc2n1 | -3% | -1% | ? | 2% | -2% | 10% | 14% | 0% | 1% | 18% | -1%
CC(=O)Nc1ccc(NC(=O)CSc2nc3nc(-c4cccs4)cc(C(F)(F)F)c3c(=O)[nH]2)cc1 | -4% | 0% | -1% | -4% | 10% | -3% | 6% | 7% | ? | 2% | 20%
CCOC(=O)N1CCN(C(=O)CCCn2nnnc2CN2CCC(C)CC2)CC1 | -3% | 1% | 0% | -3% | 2% | -5% | -13% | -6% | -1% | 53%[activator] | -2%
Cc1oc(C)c(C(=O)O)c1C(=O)O | -11% | -3% | 0% | 4% | 0% | -3% | 10% | -5% | -8% | -1% | 0%
C=CCn1c(SCC(=O)N2CCc3ccccc3C2)nc2ccccc2c1=O | -7% | -1% | -9% | -38% | -3% | 1% | 45% | 2% | 2% | -2% | -4%
COc1ccc(C(=O)Nc2ccc(C(=O)N3CCCCC3)cc2)cc1OC | 6% | 5% | 14% | 64% | 19% | 16% | 1% | -6% | 24µM* | 0% | -3%
O=C(Nc1nnc(S(=O)(=O)N2CCCCCC2)s1)c1cccc(Br)c1 | 8% | . | -7% | 20% | 21% | 14% | ? | -16% | 27µM*! | -15% | -12%
O=C(Nc1ccc(Cl)cn1)c1ccccc1SCc1ccccc1 | -4% | 28% | -3% | -19% | 2% | -4% | ? | 1% | -6% | -1% | -2%
COc1cccc(-c2cc(C(=O)Nn3cnnc3)c3ccccc3n2)c1 | -9% | 15% | 5% | -21% | 23% | 16% | ? | ? | 0.95µM* | -1% | ?
COc1cccc(-c2csc(N3CCN(C(=O)Nc4ccccc4OC)CC3)n2)c1 | 4% | -5% | -3% | 2% | -6% | -7% | -30% | . | ? | 15% | -14%

Six entries from above, arranged by heavy-atom count, smallest number first.
SMILES | MBNL1 CUG block | p53 reactivation | ELG1 genotox | BRCA1 expr up | Rab9 prom act | NPC1 promoter act | RORg inh | uPA generation | FLuc counter | MLL CXXC-DNA inh | VP16 counter
Cc1oc(C)c(C(=O)O)c1C(=O)O | -11% | -3% | 0% | 4% | 0% | -3% | 10% | -5% | -8% | -1% | 0%
O=C(Nc1nnc(S(=O)(=O)N2CCCCCC2)s1)c1cccc(Br)c1 | 8% | . | -7% | 20% | 21% | 14% | ? | -16% | 27µM*! | -15% | -12%
COc1cccc(-c2cc(C(=O)Nn3cnnc3)c3ccccc3n2)c1 | -9% | 15% | 5% | -21% | 23% | 16% | ? | ? | 0.95µM* | -1% | ?
COc1ccc(C(=O)Nc2ccc(C(=O)N3CCCCC3)cc2)cc1OC | 6% | 5% | 14% | 64% | 19% | 16% | 1% | -6% | 24µM* | 0% | -3%
C=CCn1c(SCC(=O)N2CCc3ccccc3C2)nc2ccccc2c1=O | -7% | -1% | -9% | -38% | -3% | 1% | 45% | 2% | 2% | -2% | -4%
CCOC(=O)N1CCN(C(=O)CCCn2nnnc2CN2CCC(C)CC2)CC1 | -3% | 1% | 0% | -3% | 2% | -5% | -13% | -6% | -1% | 53%[activator] | -2%

These rows are one share of the data; rates above refer to the full screens.
